Screening data (PubChem)
tuberculosis growth – growth inhibition of non-replicating M. tuberculosis (AID 488890) | one-dose inhibition, % at 25 µM; IC50 in µM for titrated hits | Mycobacterium tuberculosis non-replicating, growth inhibition; higher % means a stronger effect | hit rate 0.39% among 320,000; in the data active = a potency from the dose series; inconclusive = inhibition mostly from about 82% at the one dose, without a potency; inactive = the rest, 99 in 100 with inhibition below about 76%;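 also: plate controls were DMSO cells for no effect and high antibiotic wells for full effect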
influenza NS1A – NS1A inhibition, H1N1 influenza, cell based functional assay (AID 504329). NS1A functional cell-based assay, percent inhibition; higher % means a stronger effect. inhibition, % at 12.5 µM, or IC50 in µM where a hit was titrated. hit rate 0.3% among 340,000; in the data active = a potency from the dose series; inconclusive = inhibition above about 27% without an active follow-up result; also: strong numbers were not always called active
PhoP GFP inhibition – Inhibition of PhoP regulon, Salmonella typhi GFP reporter cells, confirmation, 4 h (AID 1850) | Salmonella Typhi PhoP-promoter GFP reporter, fluorescence, 4 h; higher % means a stronger effect | inhibition, % at 50 µM; hits with a dose series show IC50 in µM | hit rate 0.33% among 310,000; in the data active = a potency from the dose series; inconclusive = inhibition mostly from about 25% at the one dose, without a potency; inactive = the rest, 99 in 100 with inhibition below about 19%;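 also: 0% = induced wells with vehicle and 100% = uninduced wells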
H37Rv inhibition – M. tuberculosis growth inhibition, HTS (AID 449762) | inhibition, % at 25 µM; hits with a dose series show IC50 in µM | hit rate 0.59% among 330,000 | M. tuberculosis H37Rv growth inhibition, 7H9 media; higher % means a stronger effect; in the data active = a potency from the dose series; inconclusive = inhibition above about 70% without an active follow-up result;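 also: bacterial growth assessed after seven days of incubation; strong numbers were not always called active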
inhibitors of VEEV – inhibitors of VEEV TC-83 cytopathic effect, confirmation, Vero cells (AID 588727); Vero cells, VEEV TC-83 cytopathic effect inhibition; higher % means a stronger effect; inhibition, % at 20 µM; hits with a dose series show IC50 in µM; hit rate 0.13% among 350,000; in the data active = a potency from the dose series; inconclusive = inhibition mostly from about 14% at the one dose, without a potency; inactive = the rest, 99 in 100 with inhibition below about 12%; also: strong numbers were not always called active
inhibitors of VEEV 10K pilot screen – further read-out of inhibitors of VEEV, marked with its call; inhibition, %; measured here: 10K pilot screen inhibition
The depositor's hits bear a star; i = inactive; ? = inconclusive; nt = not tested or not shown.

Start of the data: the first seven entries (preview)
SMILES	tuberculosis growth	influenza NS1A	PhoP GFP inhibition	H37Rv inhibition	inhibitors of VEEV	others
O=C(Cc1nc(=O)c2ccccc2s1)Nc1ccccc1	12.8%	2.7%	-15.3%	8.6%	1.3%
COc1ccccc1Cn1c(SCC#N)nc2cc(C(=O)N3CCC4(CC3)OCCO4)ccc2c1=O	19.0%	1.8%	-0.3%	9.8%	7.7%
CCOC(=O)/C(C#N)=C1/C(=O)N(Cc2ccccc2)c2ccccc21	nt	99.6µM*	nt	nt	6.8%
Cc1cn(S(=O)(=O)c2ccc(Br)c3ccccc23)cn1	-8.5%	nt	-10.1%	1.0%	nt
Nc1ccccc1CNc1nc(NCCO)nc2c1ncn2CCN1CCOCC1	7.1%	-11.6%	-3.6%	8.5%	0.1%
O=S(=O)(Cc1ccccc1)N1CCCCC1	-4.8%	-13.2%	3.2%	0.3%	1.6%
COc1ccccc1-c1noc(CCC(=O)Nc2ccccc2Cl)n1	11.6%	0.6%	-2.7%	-1.2%	1.8%

The listing (from the top)
SMILES	tuberculosis growth	influenza NS1A	PhoP GFP inhibition	H37Rv inhibition	inhibitors of VEEV	others
O=C(Cc1nc(=O)c2ccccc2s1)Nc1ccccc1	12.8%	2.7%	-15.3%	8.6%	1.3%
COc1ccccc1Cn1c(SCC#N)nc2cc(C(=O)N3CCC4(CC3)OCCO4)ccc2c1=O	19.0%	1.8%	-0.3%	9.8%	7.7%
CCOC(=O)/C(C#N)=C1/C(=O)N(Cc2ccccc2)c2ccccc21	nt	99.6µM*	nt	nt	6.8%
Cc1cn(S(=O)(=O)c2ccc(Br)c3ccccc23)cn1	-8.5%	nt	-10.1%	1.0%	nt
Nc1ccccc1CNc1nc(NCCO)nc2c1ncn2CCN1CCOCC1	7.1%	-11.6%	-3.6%	8.5%	0.1%
O=S(=O)(Cc1ccccc1)N1CCCCC1	-4.8%	-13.2%	3.2%	0.3%	1.6%
COc1ccccc1-c1noc(CCC(=O)Nc2ccccc2Cl)n1	11.6%	0.6%	-2.7%	-1.2%	1.8%
O=C(CC1SCCNC1=O)Nc1cc(Cl)cc(Cl)c1 (stereo not given)	18.5%	-4.9%	6.3%	4.2%	0.1%
COc1ccccc1NC(=O)CSc1nnc(Cn2cnc3ccccc32)o1	2.7%	0.3%	5.7%	-4.5%	0.4%
CCOC(=O)N1CCN(C(=O)c2ccc3ccccc3c2)CC1	9.4%	-5.7%	-13.0%	7.9%	0.2%
CCn1c(C)nc2cc(C(=O)N/N=C(\C)c3ccc(N4CCOCC4)cc3)ccc21	7.4%	7.8%	1.8%	2.5%	1.8%
CSC1=NC(C(Cl)(Cl)Cl)N=C(c2ccc(C)cc2)N1 (stereo not given)	41.3%	12.9%	-7.1%	-1.5%	6.2%
Cc1ccc(C)c(N(C)S(=O)(=O)c2ccc3[nH]cc(C(=O)NCCN4CCOCC4)c(=O)c3c2)c1	13.8%	13.2%	5.0%	-7.4%	2.9%
CC(Oc1ccc2c(-c3ccccc3)cc(=O)oc2c1)C(=O)NCc1ccccn1 (stereo not given)	27.2%	14.0%	-0.5%	-6.2%	6.0%
CS(=O)(=O)c1ccc(Cl)c(NC(=O)CSc2nc3ccccc3c(=O)n2Cc2ccco2)c1	-24.8%	7.2%	-2.4%	-2.6%	1.5%
COc1ccc(Cl)cc1NC(=O)CCc1nnc2ccc(N3CCC4(CC3)OCCO4)nn12	-17.8%	-0.2%	4.9%	-5.0%	2.8%
COc1cc2cnncc2cc1OC	2.0%	-16.6%	10.4%	-3.9%	i
COc1ccccc1C(=O)N/C(=C\c1ccccc1)C(=O)NCc1ccco1	8.2%	-2.4%	0.7%	-4.7%	2.0%
Cc1ccc(NC(=O)CN2CCOCC2)c(Br)c1	2.4%	-2.0%	3.4%	-1.2%	i
Cc1cc(C(=O)Nc2ccc(Br)cc2)cs1	24.1%	-19.3%	-8.7%	3.5%	0.4%
CC(=O)C1(O)C(C)CC2C3CC(F)C4(O)CC(O)CCC4(C)C3CCC21C (stereo not given)	nt	-3.1%	nt	nt	1.2%
Cn1c(CSc2ccccc2)c(C#N)c2ccccc21	19.8%	-3.7%	-3.4%	-6.9%	i
CCC(=O)c1cc2c(C)cc(=O)oc2c(C)c1O	-10.5%	0.5%	-12.1%	25.1%	i
CCN(CC)S(=O)(=O)c1cc(C(=O)Nc2ccc(Cl)cn2)ccc1C	51.7%	-4.6%	-8.4%	-0.8%	9.0%
CC[C@H]1CN2CCc3cc(OC)c(OC)cc3C2C[C@@H]1C[C@H]1NCCc2cc(OC)c(OC)cc21 (stereo not given in full)	0.5%	0.0%	-7.7%	24.5%	0.3%
COc1ccccc1OCC(=O)NCC1CCCCC1	57.5%	-0.9%	-3.6%	-8.5%	i
C[C@H](NC(=O)C1CC(=O)N(c2ccc3c(c2)OCCO3)C1)C(=O)N1CCCCC1 (stereo not given in full)	-1.9%	-0.1%	2.5%	-6.6%	0.6%
O=C(COC(=O)Cc1cccc(C(F)(F)F)c1)Nc1ccc2c(c1)OCCO2	60.5%	3.7%	-0.4%	5.7%	0.1%
COc1cccc(C(=O)OCC(=O)c2c[nH]c3ccccc23)c1O	29.4%	-5.3%	-7.5%	7.4%	0.9%
COc1ccccc1CN1C(=O)[C@H]2Cc3c([nH]c4ccccc34)C(C)(C)N2C1=O	0.3%	5.1%	-10.1%	8.9%	0.4%	inhibitors of VEEV 10K pilot screen=2.7
Cc1nnc(Nc2ccc(C(=O)NCCO)cc2)c2ccccc12	5.5%	-8.0%	-8.6%	-7.9%	3.1%
CCCOc1ccc(-c2nnc(N)s2)cc1	-2.2%	-8.0%	9.6%	0.6%	i
CCOC(=O)C1CCN(CC(=O)Nc2cc(S(=O)(=O)N3CCOCC3)ccc2C)CC1	11.3%	4.4%	-8.1%	0.8%	i
Cc1ccccc1OCCNCC(C)O (stereo not given)	6.0%	-7.6%	-0.9%	3.2%	i
Cc1cc([N+](=O)[O-])nn1CCCC(=O)N1CCN(c2ccc(F)cc2)CC1	-11.3%	17.1%	-22.6%	0.4%	i
C=CCNC(=O)/C=C/c1cccs1	56.5%	-8.2%	-11.4%	-6.5%	0.1%
CCCCC(C(=O)OCC(=O)c1ccc(OC)cc1)N1C(=O)c2ccccc2C1=O (stereo not given)	14.5%	-3.3%	1.3%	-4.6%	0.0%
CCC(=NCCCN(C)C)c1c(O)n(-c2ccc(OC)cc2)c(=O)[nH]c1=O	1.4%	-5.2%	5.0%	-8.8%	3.3%
CCOC(=O)c1c(-c2ccccc2)oc2ccc(OCC(N)=O)cc12	-9.0%	-5.8%	-5.7%	3.7%	1.8%
O=[N+]([O-])c1ccc(Nc2nc(NC3CCCCC3)nc(N3CCCC3)n2)cc1	?	10.1%	-8.6%	?	3.5%
Cc1nc(Sc2ccc(Cl)cc2)c(C#N)c(C)c1[N+](=O)[O-]	16.8%	6.5%	3.7%	7.1%	3.9%
CN1CCN(C2CC(=O)N(c3ccc4c(c3)OCCO4)C2=O)CC1 (stereo not given)	-3.3%	-6.4%	4.2%	-9.7%	0.9%
OCC1(CCOc2ccccc2)CCN(Cc2ccc3cccc(F)c3n2)CC1	-0.7%	3.0%	3.0%	-5.0%	1.1%
CCS(=O)(=O)c1ccc(O)c(NC(=O)Nc2ccccc2)c1	-6.4%	6.0%	-2.1%	-12.6%	i
COc1ccc(N(CC(=O)Nc2ccc3c(c2)OCO3)S(C)(=O)=O)c(OC)c1	17.0%	14.2%	-3.0%	7.2%	5.7%
O=C(N/N=C/c1ccccn1)NC12CC3CC(CC(C3)C1)C2	31.2%	nt	7.8%	-5.2%	7.6%
CCn1c(SCC(=O)NC(C)(C)C)nnc1-c1ccccn1	0.4%	3.3%	-2.0%	-5.2%	i
Cc1nc(C2CCCCC2)c(-c2ccccc2)c(N2CCOC2=O)c1C	6.8%	-6.6%	1.3%	3.5%	0.7%
CSCCC(NC(=O)C1CCC(C)CC1)C(=O)Nc1ccc(NC(C)=O)cc1 (stereo not given)	-12.1%	4.1%	-3.3%	-2.7%	0.7%
CN1c2ccccc2C(C)(C)C12C=Nc1c(ccc3ccccc13)O2 (stereo not given)	2.8%	3.1%	0.8%	1.9%	1.2%

(further entries)
SMILES	tuberculosis growth	influenza NS1A	PhoP GFP inhibition	H37Rv inhibition	inhibitors of VEEV	others
CCC(C)(NC(=O)c1ccccn1)C(=O)NC1CCCCC1 (stereo not given)	0.3%	-8.3%	2.6%	-3.4%	i
CC(CN1CCN(C)CC1)OC(=O)c1cccc(Cl)c1 (stereo not given)	-8.5%	-12.3%	10.7%	8.3%	i
COc1ccc(-c2csc(C(C#N)=C(O)CSc3nccn3C)n2)cc1OC	nt	3.3%	nt	nt	3.4%
COc1ccc(OC)c(CNC(=O)c2cc(=O)[nH]c3ccc(S(=O)(=O)N4CCCC4)cc23)c1	2.4%	nt	3.8%	2.1%	nt
O=C(O)C1C2C=CC(O2)C1C(=O)Nc1ccc(S(=O)(=O)N2CCc3ccccc32)cc1 (stereo not given)	7.9%	-7.6%	-1.1%	-1.8%	1.2%
CC(C)OC(=O)c1cn(-c2ccccc2)nc1-c1ccco1	9.9%	-0.4%	-9.6%	-0.9%	5.8%
CN(c1ccc(C(=O)NC2CCCC2)cc1)S(=O)(=O)c1ccc(Cl)cc1	-2.3%	-18.9%	-9.7%	-3.8%	i
CN(C)c1cc[nH]c(=O)c1C#N	-13.2%	20.9%	-2.4%	-3.5%	0.6%
CCOc1c(C(N)=O)c(-c2ccccc2)c2c(=O)[nH]c3ccccc3n12	-4.3%	5.0%	-9.2%	4.3%	4.1%
O=C(CCc1nnc2ccc(N3CCC4(CC3)OCCO4)nn12)Nc1ccc(F)cc1	-8.0%	6.1%	5.2%	-10.0%	1.6%

Next section (2 carried over from the part before).
SMILES	tuberculosis growth	influenza NS1A	PhoP GFP inhibition	H37Rv inhibition	inhibitors of VEEV	others
CCOc1c(C(N)=O)c(-c2ccccc2)c2c(=O)[nH]c3ccccc3n12	-4.3%	5.0%	-9.2%	4.3%	4.1%
O=C(CCc1nnc2ccc(N3CCC4(CC3)OCCO4)nn12)Nc1ccc(F)cc1	-8.0%	6.1%	5.2%	-10.0%	1.6%
C[C@@H](O)[C@H]1C(=O)N2C(C(=O)O)=C(S[C@@H]3CN[C@H](C(=O)N(C)C)C3)[C@H](C)[C@H]12	-22.6%	nt	-21.1%	-1.9%	nt
O=C(CN1C(=O)c2ccccc2C1=O)NC(Cc1ccccc1)C(=O)O (stereo not given)	nt	2.0%	nt	nt	0.1%
CC(Oc1ccc(F)cc1)C(=O)N1CCN(c2ncccn2)CC1 (stereo not given)	-5.2%	-1.2%	1.9%	-7.4%	5.6%
Nc1ncnc2c1ncn2[C@@H]1O[C@H](CN=C2NS(=O)(=O)c3ccccc32)[C@@H](O)[C@H]1O	-0.5%	-6.9%	nt	0.0%	i
CCOC(=O)c1c(NC(=O)C(C)OC(=O)c2ccc(NC(=O)CC#N)cc2)sc2c1CCCC2 (stereo not given)	17.6%	1.5%	-1.0%	19.0%	7.8%
COc1ccc(CNc2nc(-c3cccnc3)nn2S(C)(=O)=O)cc1	-10.7%	-1.3%	2.5%	-0.5%	2.4%
CCOC(=O)c1ccccc1NC(=O)COC(=O)CC1CCCCC1	40.0%	-15.2%	-10.1%	-11.1%	3.7%
CC(=O)N1CCC(=O)Nc2ccc([N+](=O)[O-])cc21	-2.0%	-6.8%	-3.0%	-4.0%	1.4%
CCOC(=O)c1ccc(S(=O)(=O)N2CCC(C(=O)NCc3ccccc3OC)CC2)cc1	4.5%	-2.2%	nt	3.3%	1.4%
C/C(=N\NC(=O)c1ccc(Br)o1)c1cc2c(cc1NC(=O)CCC(=O)O)OCO2	-13.5%	-0.3%	1.6%	-5.6%	0.3%
COc1ccc(OCCOC(=O)c2cccs2)cc1	i	6.2%	5.5%	?	2.9%
O=C1CC(NS(=O)(=O)c2ccc(F)cc2)CN1c1ccc2c(c1)OCCO2 (stereo not given)	-0.4%	-3.4%	0.1%	-11.5%	1.6%
Fc1ccc(CN2CCCCCCC2)c(F)c1	-10.0%	-14.6%	3.0%	-25.6%	i
O=C(CCl)N1N=C(c2ccco2)CC1c1cccs1 (stereo not given)	?	26.3%	-2.4%	?	?
Cc1ccc2nc(SCC(=O)NCc3cccs3)[nH]c2c1	63.2%	1.2%	3.8%	6.5%	5.7%
CC(=O)Nc1nonc1-c1nc2ccccc2n1Cc1ccccn1	13.1%	3.9%	11.2%	1.7%	0.4%
Cc1ccc(NC(=O)c2sc(Cl)nc2C)c(C)c1	-9.4%	-2.7%	-7.0%	-0.3%	1.0%
Cn1c(CNC(=O)c2ccc(Cl)cc2)nnc1SCC(=O)NC1=NCCS1	-2.9%	-10.9%	-11.0%	1.7%	1.7%
CN1C(=O)/C(=C/c2ccc(OCc3ccc(F)cc3)cc2)NC1=S	27.7%	-27.9%	3.2%	18.3%	0.2%
